Assay outcomes deposited in PubChem by several laboratories.
hgDAF12 agonist: activates the H. glycines DAF-12 receptor ligand-binding domain; HEK293 GAL4-hgDAF12 UAS-luciferase reporter, agonist luminescence; normalized to butyrate control; activation, % at 6.8 µM; 370,000 compounds, 1.8% hits; AID 687014;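 active = activation above a cutoff set at the mean of all screened compounds plus 3 SD, cut at about 10% in these data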;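 note: 0% = DMSO wells and 100% = sodium butyrate wells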
hcDAF12 agonist: H. contortus DAF-12 activation, primary screen; HEK293 hcDAF-12 lit1-tk-luc reporter, luminescence; 0% DMSO, 100% Δ7-dafachronic acid; activation, % at 6.8 µM; 370,000 compounds, 1.4% hits;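 active = activation above the mean of all tested compounds plus 3 SD, cut at about 5.5% in these data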;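 note: 100% = response to 3 µM Δ7-dafachronic acid high control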
ssDAF-12 act: activates DAF-12 receptor from parasite S. stercoralis. HEK293 ssDAF-12/GRIP1 lit1-tk-luc reporter, luminescence; % of 3 µM dafachronic acid response. 370,000 compounds, 1% hits. activation, % at 6.8 µM;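 active = activation above the mean over all tested compounds plus 3 SD, cut at about 0.9% in these data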;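 note: 0% = DMSO-only wells and 100% = 3 µM delta7-dafachronic acid wells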
PLC-beta3 inh: blocks human PLC-beta3 enzyme activity. Purified PLC-beta3, fluorogenic substrate, fluorescence. inhibition, % at 12.2 µM. Q01970. 370,000 compounds, 0.18% hits; in the data active = inhibition above about 11%;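 note: 0% = median of compound wells on plate and 100% = full blocker control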
DAX1 inh-1: inhibits human nuclear receptor DAX1 | HEK293 Gal4-DAX1 luciferase reporter, luminescence | inhibition, % at 6.75 µM | 340,000 compounds, 0.99% hits | AID 504766;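 active = inhibition above the mean over all tested compounds plus 3 SD, cut at about 4.2% in these data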;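 note: 0% = DAX1-transfected cells with DMSO and 100% = empty-vector control cells with DMSO; inhibition shows as a rise in luminescence from relieved DAX1 repression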
DAX1 inh-2: blocks DAX1 repression of SF-1 activated StAR promoter. HEK293T StAR-luciferase reporter, SF-1/DAX-1 repression relief. inhibition, % at 6.8 µM. 370,000 compounds, 1.1% hits. AID 652010;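 active = inhibition above the mean over all tested compounds plus 3 SD, cut at about 3.6% in these data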;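 note: 0% = DAX-1 cells with DMSO and 100% = cells lacking DAX-1 with DMSO; higher inhibition means more luminescence from relief of DAX-1 repression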
NR1D1 modulator: Rev-erb alpha (human) modulation. Rev-erbα–FITC-DNA binding, fluorescence polarization, 90 min. activity, % at 10 µM. 370,000 compounds, 0.79% hits. AID 1259318;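 active = activity above about 14%, limit read from the data; passing the limit was not always enough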;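 note: 0% = DMSO wells with 35 nM protein and 100% = DMSO wells with 750 nM protein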
ADAM17 inh: ADAM17 inhibition, QFRET primary screen. P78536. recombinant ADAM17, EDANS/DABCYL FRET peptide cleavage. inhibition, % at 6.95 µM. 370,000 compounds, 0.83% hits;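 active = inhibition above the mean of compounds lying between control limits plus 3 SD, set per campaign, cut at about 8.5% in these data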;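 note: 0% = DMSO-only wells as the low control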
MBD2 inh: blocks human MBD2 binding to methylated DNA. Q9UBB5. TR-FRET, MBD2 binding to methylated oligonucleotide. inhibition, % at 4.4 µM. 370,000 compounds, 0.31% hits. AID 686964; in the data active = inhibition above about 13%
PLC-gamma1 inh: blocks human PLC-gamma1 enzyme activity | P19174 | purified PLC-gamma1, fluorogenic substrate, fluorescence | inhibition, % at 12.2 µM | 370,000 compounds, 0.84% hits | AID 720700; in the data active = inhibition above about 9.5%
Target sequence (P19174 whole entry, looked up): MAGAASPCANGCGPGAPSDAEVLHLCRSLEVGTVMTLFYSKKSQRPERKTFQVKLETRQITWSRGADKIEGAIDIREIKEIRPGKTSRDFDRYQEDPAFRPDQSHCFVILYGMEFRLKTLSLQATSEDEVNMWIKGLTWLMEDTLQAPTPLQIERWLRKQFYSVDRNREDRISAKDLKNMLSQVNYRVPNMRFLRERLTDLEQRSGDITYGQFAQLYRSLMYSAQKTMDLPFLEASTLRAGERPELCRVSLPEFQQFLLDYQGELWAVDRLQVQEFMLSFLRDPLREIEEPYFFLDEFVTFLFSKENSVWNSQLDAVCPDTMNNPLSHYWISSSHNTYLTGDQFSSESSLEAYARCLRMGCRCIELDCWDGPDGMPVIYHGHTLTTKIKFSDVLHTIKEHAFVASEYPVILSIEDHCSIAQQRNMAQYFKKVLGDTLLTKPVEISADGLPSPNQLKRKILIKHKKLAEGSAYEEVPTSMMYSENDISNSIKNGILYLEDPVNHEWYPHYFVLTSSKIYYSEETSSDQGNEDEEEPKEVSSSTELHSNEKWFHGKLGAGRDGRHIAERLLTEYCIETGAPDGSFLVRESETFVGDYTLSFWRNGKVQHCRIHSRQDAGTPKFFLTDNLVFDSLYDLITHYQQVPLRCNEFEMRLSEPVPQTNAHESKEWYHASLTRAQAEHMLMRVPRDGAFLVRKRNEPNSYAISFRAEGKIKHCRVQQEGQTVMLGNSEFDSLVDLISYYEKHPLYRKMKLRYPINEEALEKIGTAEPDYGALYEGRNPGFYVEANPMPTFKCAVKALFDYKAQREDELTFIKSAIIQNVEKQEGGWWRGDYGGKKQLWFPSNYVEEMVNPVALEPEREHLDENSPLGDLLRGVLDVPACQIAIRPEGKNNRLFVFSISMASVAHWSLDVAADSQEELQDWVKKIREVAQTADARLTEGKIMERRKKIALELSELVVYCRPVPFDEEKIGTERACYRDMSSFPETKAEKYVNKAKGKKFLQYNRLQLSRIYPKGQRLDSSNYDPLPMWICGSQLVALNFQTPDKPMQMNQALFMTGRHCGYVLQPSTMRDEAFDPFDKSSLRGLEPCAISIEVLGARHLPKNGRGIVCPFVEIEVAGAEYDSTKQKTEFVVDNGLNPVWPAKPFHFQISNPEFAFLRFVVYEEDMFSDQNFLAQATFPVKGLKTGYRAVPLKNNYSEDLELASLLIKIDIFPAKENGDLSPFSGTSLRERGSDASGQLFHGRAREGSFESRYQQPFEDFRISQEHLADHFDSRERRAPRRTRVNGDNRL
SMARCA2 activ: SMARCA2 function activation, primary screen; MG213 cells, MMTV-luciferase reporter, dexamethasone, overnight; activation, % at 9.1 µM; 370,000 compounds, 1% hits; AID 652017; in the data active = activation above about 7.8%;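 note: 0% = vehicle wells and 100% = reference activator wells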
Numbers without * were called inactive; / = not tested or not shown. Compounds were not picked by outcome, and some 7.4% of all compounds hit somewhere here.

SMILES	hgDAF12 agonist	hcDAF12 agonist	ssDAF-12 act	PLC-beta3 inh	DAX1 inh-1	DAX1 inh-2	NR1D1 modulator	ADAM17 inh	MBD2 inh	PLC-gamma1 inh	SMARCA2 activ
CN(C)S(=O)(=O)Oc1ccccc1C(=O)Nc1cccc(C(F)(F)F)c1	-1.9	-0.6	-1.6	2	-0.3	-0.7	3	2	3	-1	-1
COc1cc(NC(=S)N2CCOCC2)c(OC)cc1Cl	-0.8	1.4	-1.2	-6	/	-0.5	4	-3	1	0	-2
Cc1ccc(S(=O)(=O)N2CCOCC2)cc1NC(=O)COc1ccccc1Cc1ccccc1	-0.2	-2.7	-1.2	2	-1.1	-1.5	1	7	-5	4	-6
Cn1c(=O)c2c(c3ccccc31)OC(C)(C)CC2	0.4	-1.3	-1.0	1	0.0	-0.4	0	-2	-4	-1	0
COc1ccc(/C=C/C(=O)OCC(=O)Nc2ccc(C)cc2)cc1S(=O)(=O)N1CCOCC1	0.8	0.1	-1.0	1	-0.5	-0.5	2	3	-4	2	-4
Cc1ccc(-n2c(COc3ccccc3)nnc2SCC(=O)Nc2ccc3c(c2)OCO3)cc1	-0.9	0.5	-0.7	0	/	-1.8	-2	8	-1	3	1
O=S1(=O)N=C2CCCCCN2C(c2ccc(Cl)cc2)N1 (centres undefined)	6.4	-1.0	-1.2	-2	2.6	-1.0	0	3	1	10*	-4
CCOC(=O)CSc1nnc(CNC(=O)c2ccc(S(=O)(=O)N(C)C)cc2)n1C	0.0	-3.3	-1.4	-4	-0.7	-0.2	-3	-4	2	-1	0
COC(=O)[C@]12C[C@H](CC(=O)NCc3ccc(C)o3)C(=O)N(Cc3ccco3)C1=C[C@H](C(C)C)O[C@@H]2C1CC1	5.4	-3.1	-1.8	1	/	-0.5	1	-1	1	0	3
CCCCn1c(SCc2nc3ccccc3s2)nc2ccccc2c1=O	1.1	1.1	-0.5	0	1.1	0.6	-4	1	-3	3	-3
CCc1cccc(CC)c1NC(=O)c1ccc(-n2cncn2)nc1	-4.1	-0.1	-0.9	4	-1.3	0.5	-3	0	2	6	-3
Cc1sc2ncnc(N3CCC(C(=O)Oc4cccc(Cl)c4Cl)CC3)c2c1C	0.9	2.3	-1.2	-5	2.1	0.0	-3	-4	-3	0	0

Next compounds follow.
SMILES	hgDAF12 agonist	hcDAF12 agonist	ssDAF-12 act	PLC-beta3 inh	DAX1 inh-1	DAX1 inh-2	NR1D1 modulator	ADAM17 inh	MBD2 inh	PLC-gamma1 inh	SMARCA2 activ
Cc1sc2nc(N3CCOCC3)[nH]c(=O)c2c1-c1ccccc1	-2.5	-1.8	-1.5	-1	-0.8	0.3	94*	-4	-4	-2	-6
CCCNC(=O)NC1C(NC(=O)NCCC)N(C)C(=O)N1C (centres undefined)	-1.1	-1.4	-1.4	2	0.5	0.6	-1	-7	4	3	-2
c1ccc(CC[C@@H]2CC[C@@H](CCc3ccccc3)N2)cc1	0.0	-0.4	-1.4	4	0.5	0.3	-5	-3	-9	0	0
COc1ccc(-c2nnc3ccc(SCc4ccccc4)nn23)cc1	-1.1	-0.4	-1.4	-35	0.1	-0.1	26*	-2	4	-26	1
N#Cc1ccc(OCC(=O)Nc2ccc(N3CCCC3)cc2)cc1	-1.7	-1.1	-1.3	-14	-0.7	-1.3	2	-6	0	-5	-3
O=C(CSc1nnc(COc2cccc3ccccc23)o1)N1CCN(C(=O)c2ccco2)CC1	-4.0	-1.9	-1.2	-4	0.2	-0.6	-4	2	7	2	-2
CC#CCCc1nc2ccccc2c(=O)n1N	-1.8	-3.3	-1.5	0	-0.5	-0.5	-1	-6	6	2	-1
CC(C)(C)S(=O)N1Cc2cc(C(=O)NCCCN3CCOCC3)nc(-c3cccc(-c4cc5ccccc5o4)c3)c2[C@@H]1CCO (some centres undefined)	-2.3	-1.2	-1.4	-14	/	-2.1	-4	-1	-5	-6	-1
CCN(Cc1ccccc1)C(c1ccc(Cl)cc1)c1nnnn1C(C)(C)C (centres undefined)	0.3	-0.6	-1.2	4	-0.7	-0.5	5	-8	-3	0	0
Cc1ccc(S(=O)(=O)Nc2cccc(-n3cnnn3)c2)cc1C(=O)O	0.3	-0.1	-1.1	-6	0.7	-1.1	-1	-3	-5	3	0
Cc1nc(-c2ccc(Cl)cc2)sc1C(=O)NNC(=O)C(C)C	0.2	1.3	-0.9	-6	/	0.1	-5	-1	1	0	4
CCCCn1c(N)c(N(CC(C)C)C(=O)c2ccc(Br)s2)c(=O)[nH]c1=O	-3.3	-0.7	-0.5	-5	-0.2	0.8	-9	-4	2	-2	2

(next part)
SMILES	hgDAF12 agonist	hcDAF12 agonist	ssDAF-12 act	PLC-beta3 inh	DAX1 inh-1	DAX1 inh-2	NR1D1 modulator	ADAM17 inh	MBD2 inh	PLC-gamma1 inh	SMARCA2 activ
CCCCCCN1CCS(=O)(=O)N(Cc2ccc(F)cc2)C(C(=O)OC)C1 (centres undefined)	1.2	-1.2	-1.4	-4	/	-1.3	-3	-8	0	1	-2
COc1cc(CC(=O)OCC(=O)c2ccc(F)cc2)cc(OC)c1OC	-1.1	-0.1	-1.3	1	1.0	1.2	-6	-3	2	0	0
O=C1NC2(CCCCCC2)C(=O)N1Cc1cccc(Cl)c1	-0.5	1.1	-2.0	-4	-0.3	0.1	1	2	1	2	0
O=c1[nH]c2ccc(S(=O)(=O)Nc3ccc(Cl)cc3)cc2[nH]1	0.3	-0.9	-1.6	-10	2.0	0.1	-2	-2	-3	0	0
CCN(CC)S(=O)(=O)c1ccc2c(c1)nc(CCC(=O)OCC(=O)N1CCc3ccccc31)n2C	-0.8	0.7	-0.1	1	1.1	-0.3	-3	-1	-3	2	-2
Cc1ccsc1-c1nc(-c2ccccc2)c(-c2ccccc2)[nH]1	2.1	-1.3	-1.2	-38	0.3	0.2	8	-25	-6	-33	-1
CCCCCn1c(CNC(=O)COC)nc2ccccc21	-2.8	-0.3	-1.2	1	0.0	-0.7	-3	0	1	-1	-1
COc1ccc([C@H]2CC(=O)C=C(c3ccc(Cl)cc3C)C2)cc1	-1.6	-2.1	-0.8	-6	0.8	-0.2	0	-1	-4	-3	0
COc1cccc(/C=C/C(=O)OCC(=O)NCC2CCCO2)c1 (centres undefined)	-2.8	-1.2	-1.1	-55	-0.6	0.2	1	-23	-3	-51	1
CC1CC1C(=O)OCC(=O)NCc1ccccc1Cl (centres undefined)	0.4	-1.8	-1.4	3	-1.4	0.0	-2	0	-3	0	-1
O=C(Cc1ccccc1)N/N=C/c1ccc2cccc(O)c2n1	3.2	-1.2	-1.8	-11	-0.3	-0.1	1	-2	-1	-6	1
O=C1c2ccccc2C(=O)N1CCC(c1ccc(F)cc1)c1ccco1 (centres undefined)	0.4	-1.8	-1.1	-8	-0.5	0.3	0	0	5	-12	-1

Remaining list, next part.
SMILES	hgDAF12 agonist	hcDAF12 agonist	ssDAF-12 act	PLC-beta3 inh	DAX1 inh-1	DAX1 inh-2	NR1D1 modulator	ADAM17 inh	MBD2 inh	PLC-gamma1 inh	SMARCA2 activ
CC1CCN(C(=O)C2CCN(c3ncnc4c3nc3n4CCCCC3)CC2)CC1	-3.2	-1.6	-1.5	-6	-0.3	-0.6	0	-4	5	2	-1
COCCCN(C(=O)Cc1ccc(Cl)c(Cl)c1)c1c(N)n(Cc2ccccc2)c(=O)[nH]c1=O	1.4	-0.8	-1.2	-2	1.2	0.4	-5	-2	0	2	-2
COc1ccccc1N(C)S(=O)(=O)c1ccc(C(=O)Nc2cccc(S(=O)(=O)N3CCOCC3)c2)cc1	-8.5	-4.2	-2.0	-15	-2.1	-5.6	-2	6	9	1	-4
CCOc1ccc(Oc2c(/C=N/NC(=O)COc3ccccc3OC)c(C)nn2-c2ccccc2)cc1	0.6	-1.8	-1.5	-1	-1.4	-1.6	3	5	3	2	-2
O=C(COc1ccc(Br)cc1CO)Nc1ccc(S(=O)(=O)N2CCCC2)cc1	-0.9	-2.2	-1.3	-8	-2.5	-4.7	3	2	1	-3	-2
CCCNCc1cc(Br)ccc1OCC(=O)NCCc1ccccc1	3.2	-1.2	-1.3	0	2.8	0.5	-4	-1	0	-1	-3
O=C(c1cc2c(=O)n3ccccc3nc2s1)N1CCN(Cc2ccc3c(c2)OCO3)CC1	2.2	0.9	-0.9	-370	-0.5	-0.9	-2	-265	2	-267	-3
CC(Nc1ccc(Cl)cc1)c1cc(Cl)ccc1O (centres undefined)	0.8	-0.7	-1.4	3	1.0	-0.2	1	8	-3	7	1
CC(C)(C)c1ccc(C(=O)N2CCC(=O)N(C(CO)Cc3ccccc3)CC2)cc1 (centres undefined)	0.4	0.3	-0.3	0	-1.2	0.5	-3	-2	-5	-1	-1
Cc1ccccc1C(=O)N1CCC[C@@H]1C(=O)N1CCC[C@H]1C(=O)NCc1ccccc1	0.0	2.1	-0.8	1	/	1.2	8	-3	3	-2	-6
CCc1ccc(NC(=O)CSc2ccc(-c3ccco3)nn2)cc1	2.1	-2.7	-1.4	-9	-0.7	-1.8	3	0	1	-4	-3
CCC1CCCCN1C(=O)COc1cccc2c1CCN(C)C2=O (centres undefined)	-0.9	-0.9	-1.2	-7	0.7	0.5	-5	-5	-3	-2	-1

Next part
SMILES	hgDAF12 agonist	hcDAF12 agonist	ssDAF-12 act	PLC-beta3 inh	DAX1 inh-1	DAX1 inh-2	NR1D1 modulator	ADAM17 inh	MBD2 inh	PLC-gamma1 inh	SMARCA2 activ
Cc1c(OCC(=O)N(C)C)ccc2c(-c3ccccc3)cc(=O)oc12	-0.7	-0.9	-1.7	-30	0.2	-0.1	0	-6	-8	-15	-2
CCOC(=O)c1sc(NC(=O)CSc2nc(-c3ccco3)cc(C(F)(F)F)n2)c(C(=O)OC)c1C	1.0	-1.9	-0.3	-2	-1.0	-0.2	2	-6	1	-2	-3
O=C(Nc1cnccn1)C1c2ccccc2Oc2ccccc21	0.5	-1.1	-1.7	2	-0.3	-0.1	2	0	3	2	-5
CCc1ccccc1NC(=O)c1ccc2snnc2c1	2.1	1.2	-1.2	-5	-0.1	0.2	-4	-4	-5	-1	1
O=C(Nc1nccs1)C1CCCN(S(=O)(=O)c2cccnc2)C1 (centres undefined)	-0.7	-1.3	-1.1	6	-3.3	0.7	-3	4	-4	3	-1
O=C(O)c1ccccc1-c1ccccc1C(=O)Nc1ccc2c(c1)[nH]c(=O)c1ccccc12	0.5	-1.1	-0.9	-51	2.7	0.2	-2	-3	-2	-29	-2
Cc1ccc(S(=O)(=O)NCC(=O)OCC(=O)Nc2cccc(S(=O)(=O)NC3=NCCCCC3)c2)cc1C	-2.2	-0.2	-0.6	-1	1.1	0.8	3	0	3	6	-4
Cc1c(/C=N/NC(=O)c2ccccc2O)c2ccccn2c1C(=O)c1ccc(F)cc1	-2.1	-2.3	-1.6	-42	0.5	-1.2	1	0	0	-35	2
c1ccc2c(c1)-c1nc3ccccc3cc1C2N1CCOCC1 (centres undefined)	5.1	3.4	0.8	-12	0.3	1.5	-4	0	2	-9	2
O=C(CC(=O)c1ccccc1)c1ccccc1	11*	0.8	-0.5	0	2.4	3.6*	0	-3	0	-2	-2
COc1ccc(-c2nnc(SCC(=O)Nc3cc(S(=O)(=O)N4CCCCC4)ccc3Cl)n2N)cc1	-1.0	-0.8	-1.1	5	-0.5	0.0	-7	0	1	1	-1
